Compound activity: PubChem, several laboratories
FadD28 binding: inhibitors of FadD28 bisubstrate probe binding, primary screen, biochemical, fluorescence polarization, single point. Mycobacterium tuberculosis FadD28 fatty-acid-AMP ligase. inhibition, % at 12.5 µM. 360,000 compounds, 0.22% hits. AID 588549, 2011; in the data active = inhibition above about 8.5%, passing the limit was not always enough
PfHsp40 yeast: rescue of yeast from PfHsp40 toxicity, primary screen, S. cerevisiae, ATP luminescence; AID 504582, 2011; 340,000 compounds, 0.68% hits; S. cerevisiae expressing PfHsp40, growth rescue; growth rescue, % at 12.5 µM; in the data active = growth rescue above about 28%, passing the limit was not always enough;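 note: yeast W303a lacking pdr1 and pdr3 grown in galactose medium; growth measured after three days at 30 °C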
Vc quorum ag: inducers of Vibrio cholerae quorum light production without autoinducers, primary screen, BH1578 luxS cqsA deficient, single point. V. cholerae BH1578 lux reporter, luminescence, 6 h. activation, % at 18.7 µM. 350,000 compounds, 0.16% hits. AID 588436, 2011; in the data active = activation mostly above about 9.7%, no sharp cut-off; note: not every result past the cut was called active; inactives centre near 0; reference of the scale not given here
TcdB GH inh: TcdB glycohydrolase inhibitors, primary screen, biochemical, single point, plate reader | inhibition, % at 9.99 µM | 350,000 compounds, 0.24% hits | Toxin B (Clostridioides difficile), P18177 | TcdB glycohydrolase enzymatic assay; in the data active = inhibition above about 10%
BioA inh: M. tuberculosis BioA enzyme inhibitors, primary screen, biochemical, plate reader, single point, HTS; 7,8-diaminopelargonic acid synthase BioA (Mycobacterium tuberculosis); inhibition, % at 9.99 µM; 360,000 compounds, 0.096% hits; purified M. tuberculosis BioA enzyme; in the data active = inhibition above about 40%
Mtb UGM inh: M. tuberculosis UGM enzyme inhibitors, primary screen, biochemical, fluorescence polarization, single point. purified UGM, fluorescence polarization probe displacement. inhibition, % at 10 µM. 320,000 compounds, 0.06% hits. AID 504406, 2011; in the data active = inhibition above about 10%, passing the limit was not always enough
Mtb FBA inh: Mtb FBA enzyme inhibitors, primary screen, biochemical, fluorescence, strain H37Rv; 360,000 compounds, 2.3% hits; AID 588726, 2011; inhibition, % at 1 µM; purified M. tuberculosis FBA, fluorescence read-out; in the data active = inhibition above about 27%;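 note: 0% = vehicle and 100% = reference inhibitor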
Y pestis TopoI: Yersinia pestis topoisomerase I inhibitors, primary screen, biochemical, cleavage product accumulation, plate reader, single point. DNA topoisomerase I (Yersinia pestis CO92). Y. pestis Topo-I cleavage product accumulation. activity, % at 10 µM. 360,000 compounds, 0.064% hits; in the data active = activity above about 50%, passing the limit was not always enough; note: inactives centre near 2
GDH-TPI counter: GDH-TPI coupling enzyme inhibitors, primary screen, artefact control for M. tuberculosis FBA inhibitor project, biochemical, absorbance, full deck; inhibition, % at 4.8 µM; AID 588335, 2011; 360,000 compounds, 1.2% hits; GDH-TPI coupled enzyme counterscreen, NADH absorbance; in the data active = inhibition above about 30%;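 note: 0% = DMSO wells and 100% = wells lacking the enzyme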
Starred values were filed as active, the others as inactive; i = inactive; . = not tested or not shown; & = joins results of further samples.

SMILES	FadD28 binding	PfHsp40 yeast	Vc quorum ag	TcdB GH inh	BioA inh	Mtb UGM inh	Mtb FBA inh	Y pestis TopoI	GDH-TPI counter
CC1(c2ccc(Cl)cc2)NC(=O)N(CC(=O)N2CCCC2)C1=O (configuration not stated)	-1.8	-1.1	-0.2	.	4.6	0.7	4	7	-8
CCOc1ccc(-c2c[n+]3c(n2-c2ccccc2)CCCCC3)cc1	-3.7	-0.4	0.5	-0.2	.	1.9	0	5	-1
Cc1ccc(N2C(=O)C(Cl)=C(N3CCOCC3)C2=O)c(C)c1	-5.0	-1.1	0.0	-0.2	-1.6	-0.7	-7	-2	13
COc1ccc(N2CCN(S(=O)(=O)CCNC(=O)COc3ccccc3)CC2)cc1	-0.5	0.6	-0.8	1.5	-0.7	-1.4	3	17	0
CN(CC(=O)NC(=O)NCc1ccccc1)CC(=O)Nc1ccc(Cl)c(C(F)(F)F)c1	-2.1	1.8	1.4	0.1	-0.5	-2.5	0	3	-7
CCCC(=O)OC/C(O)=C(\C#N)c1nc2ccccc2[nH]1	-1.1	-0.1	-0.4	2.2	-0.5	-1.0	1	0	14
CCc1nnc(NC(=O)/C=C/c2ccc(C)o2)s1	1.0	0.1	i	.	.	-2.8	5	4	41*
CC1CCN(C(=O)CNS(=O)(=O)c2ccc(Br)s2)CC1	-1.7	-0.9	-0.6	-0.9	-1.0	0.1	0	2	4
CC(=O)Oc1ccc2c(c1)OC(c1ccccc1)CC21CC(C)(C)NC(=O)N1 (configuration not stated)	-3.6	-1.4	-0.7	.	3.9	-1.4	-2	9	3
Cc1coc2cc3oc(=O)c(CC(=O)N4C[C@H]5C[C@@H](C4)c4cccc(=O)n4C5)c(C)c3cc12	-0.3	-0.6	-0.4	1.6	-1.0	1.4	20	3	3
Cc1ccc(C)c(Cn2cnc3c(nnn3-c3ccc(F)cc3)c2=O)c1	-2.0	-0.1	-0.3	.	0.4	-0.9	-2	6	10
CCOc1ccc(S(=O)(=O)NCCC(=O)NCC(c2ccco2)N2CCCCC2)cc1 (configuration not stated)	.	1.0	-1.5	-0.1	-1.3	2.3	2	10	0
CCn1c(SCC(=O)N/N=C/c2ccccc2OCC(=O)O)nnc1-c1ccc(OC)cc1	-4.5	0.7	0.6	1.5	.	3.1	-3	-8	4
COc1ccc(S(=O)(=O)N(CC(=O)NCC2CCCO2)Cc2ccccc2)cc1C (configuration not stated)	-2.6	-1.5	-0.4	0.1	-1.3	1.5	3	23	-3
CCOC(=O)C1CCCN(S(=O)(=O)Cc2ccccc2)C1 (configuration not stated)	-0.6	-0.4	-0.4	0.4	2.1	-0.6	-1	1	-6
OC1CCCCC1	-0.4	-0.8	-0.4	-1.0	-0.5	-0.7	-1	0	-2
Cc1occc1C(=O)N1CCCC(Nc2ccc(F)cc2)C1 (configuration not stated)	-2.4	0.9	i	-0.3	2.5	-1.9	-3	-3	-3
Cc1c(CCC(=O)O)c(=O)oc2cc3oc4c(c3cc12)CCCC4	-2.6	-1.0	-2.4	1.0	.	-0.3	5	20	11
CCN(C(=O)Cn1cc(C(F)(F)F)ccc1=O)c1c(N)n(Cc2ccccc2)c(=O)[nH]c1=O	1.4	-0.2	-3.0	0.9	0.7	4.4	-1	1	20
O=C(Cc1ccccc1[N+](=O)[O-])Nc1ccc2c(c1)OCO2	-0.7	-0.2	-0.1	1.8	-0.5	1.4	-1	1	9
COc1ccc(Nc2nc(N)c(C(=O)c3ccc(F)cc3)s2)cc1	-1.2	34*	i	-0.4	.	-2.4	3	-14	2
CCc1cccc2c(C(=O)COC(=O)c3ccc(O)cc3)c[nH]c12	34*	-0.9	-0.4	0.6	0.0	3.3	-1	-7	0
Cc1ccccc1-c1noc(-c2ccc(Cl)cc2)n1	-0.2	-1.0	-0.3	.	-2.0	-5.2	7	0	6
Cc1cc2nc(C3CCN(CC4COc5ccccc5O4)CC3)[nH]c2cc1C (configuration not stated)	-7.0	0.1	i	.	-0.3	3.1	-4	6	-9
O=C(Nc1cccc([N+](=O)[O-])c1)c1ccc(-c2ccccc2)cc1	2.0	-0.7	-1.7	4.9	.	-0.7	2	-4	10

Looked up above:
Value of O=C(Cc1ccccc1[N+](=O)[O-])Nc1ccc2c(c1)OCO2 in GDH-TPI counter: 9
Value of CCc1cccc2c(C(=O)COC(=O)c3ccc(O)cc3)c[nH]c12 in Y pestis TopoI: -7
Value of Cc1c(CCC(=O)O)c(=O)oc2cc3oc4c(c3cc12)CCCC4 in Y pestis TopoI: 20
Value of CCOc1ccc(S(=O)(=O)NCCC(=O)NCC(c2ccco2)N2CCCCC2)cc1 (configuration not stated) in Y pestis TopoI: 10
Value of OC1CCCCC1 in FadD28 binding: -0.4
Value of Cc1cc2nc(C3CCN(CC4COc5ccccc5O4)CC3)[nH]c2cc1C (configuration not stated) in Y pestis TopoI: 6

An excerpt of these results, with bars between the fields.
SMILES | FadD28 binding | PfHsp40 yeast | Vc quorum ag | TcdB GH inh | BioA inh | Mtb UGM inh | Mtb FBA inh | Y pestis TopoI | GDH-TPI counter
Cc1c(CCC(=O)O)c(=O)oc2cc3oc4c(c3cc12)CCCC4 | -2.6 | -1.0 | -2.4 | 1.0 | . | -0.3 | 5 | 20 | 11
CCOc1ccc(-c2c[n+]3c(n2-c2ccccc2)CCCCC3)cc1 | -3.7 | -0.4 | 0.5 | -0.2 | . | 1.9 | 0 | 5 | -1

Continued.
SMILES	FadD28 binding	PfHsp40 yeast	Vc quorum ag	TcdB GH inh	BioA inh	Mtb UGM inh	Mtb FBA inh	Y pestis TopoI	GDH-TPI counter
S=C(NCCCn1ccnc1)NC1CCCCC1	1.0	-0.3	-0.2	1.9	.	-1.7	6	0	1
S=C(NCc1ccccc1)C(=S)NCc1ccccc1	-1.8	2.1	i	0.1	-1.4	.	-3	18	11
CC1(C(=O)Nc2ccc3c(c2)OCCO3)CCN1Cc1ccc(-c2ccccn2)cc1 (configuration not stated)	0.8	.	0.6	-0.5	-0.1	.	-1	8	1
CCOc1ccc(-n2cc(C(=O)N3CCN(C)CC3)c3cc(OC)c(OC)cc3c2=O)cc1	-1.1	-0.9	-0.3	.	-1.4	1.4	5	1	9
CN(CC(=O)Nc1ccc([N+](=O)[O-])cc1Br)Cc1c(F)cccc1Cl	-0.8	2.4	i	1.3	.	1.1	1	34	4
OCCN(Cc1cccnc1)Cc1ccccn1	-0.5	0.0	i	1.3	-1.2	.	3	-7	6
Cc1cccc(NC(=S)NC2CCCCC2)n1	-3.0	-0.5	i	1.1	1.5	-0.9	1	4	2
O=C(CN1C(=O)c2ccc([N+](=O)[O-])cc2C1=O)Nc1cc(S(=O)(=O)N2CCOCC2)ccc1Cl	-0.7	0.5	i	0.7	-5.8	-1.2	3	-8	11
CSc1ccc(Cn2c(C)c(C(=O)NCc3ccccc3C(F)(F)F)sc2=O)cc1	-1.8	.	0.4	0.9	-1.2	.	1	46	6
Cc1cc(C(=O)NCC(c2ccco2)N2CCCC2)c2ccccc2n1 (configuration not stated)	-3.5	1.1	i	2.1	-0.1	-3.2	-1	2	2
O=S1(=O)CC(N2CCC(Cc3ccccc3)CC2)CN1C1CCCCC1 (configuration not stated)	-0.2	.	.	-0.3	0.5	.	1	.	.
CCOC(=O)c1c(C)[nH]c(C(=O)COC(=O)c2oc3ccccc3c2C)c1C	.	0.3	0.0	.	-1.2	2.5	0	-8	-6
Cc1ccc(S(=O)(=O)C2(C(=O)NCc3ccc4c(c3)OCO4)CC2)cc1	-0.2	0.6	.	0.8	0.8	-0.2	3	9	-9
CCOC(=O)c1c(C)[nH]c(C(=O)N(C)CC(=O)Nc2ccc(OCC)c(OCC)c2)c1C	-3.7	.	-0.4	-0.6	0.0	.	-2	-2	-10
O=C(CC1CC2CCC1C2)N1CCN(S(=O)(=O)c2ccc(C(F)(F)F)cc2)CC1 (configuration not stated)	-2.0	.	-0.3	0.7	-0.9	.	0	5	1
COc1cccc2cc(C(=O)N3CCc4ccccc43)c(=O)oc12	-1.0	-0.2	-14	.	-5.2	-4.5	4	8	19
COc1ccc2[nH]c(=O)c(-c3nnn(-c4ccc(F)cc4)n3)cc2c1	-0.8	-1.5	4.1	-0.5	0.9	3.2	11	5	0
Cc1cc(C)c2[nH]c(=O)c(CN(Cc3ccccc3)C(=S)NCCCN(C)C)cc2c1	-3.6	-1.7	1.7	0.2	.	3.1	6	-10	0
Cc1cccc(-n2ncc3c(N(C)Cc4ccccc4)ncnc32)c1	-4.0	1.6	-0.3	0.3	4.0	2.2	-1	26	-10
CCCCn1c(N)c(N(CC(C)C)C(=O)c2ccc(COc3ccccc3)o2)c(=O)[nH]c1=O	-1.8	-0.9	-3.6	-0.7	2.4	0.9	-3	7	1
N#Cc1ccc(-c2ccc(OCC(O)Cn3nnc4ccccc43)cc2)cc1 (configuration not stated)	-4.5	24	i	.	0.9	-0.9	31*	11	3
COc1ccc2c(c1)OC[C@H]1[C@H]2N2C(=O)c3cc(OC)ccc3NC(=O)[C@@]2(C)[C@H]1c1ccccc1	-5.9	117*	-2.2	0.1	-0.4	-0.4	0	7	0
CCCCCn1c(SCC2CCCO2)nc2cc(C(=O)N3CCC(C(N)=O)CC3)ccc2c1=O (configuration not stated)	-5.0	0.4	-0.1	.	5.0	6.5	2	16	-3
O=C(O)c1ccc(OCc2ccc(C(=O)O)o2)cc1	-2.2	0.3	2.2	0.2	.	-0.2	1	5	-7
Cc1cc(OCCCC(=O)Nc2cccc(-n3cnnn3)c2)ccc1Cl	-4.3	5.4	-6.2	0.0	1.2	-0.8	0	-1	-1

(next part)
SMILES	FadD28 binding	PfHsp40 yeast	Vc quorum ag	TcdB GH inh	BioA inh	Mtb UGM inh	Mtb FBA inh	Y pestis TopoI	GDH-TPI counter
COc1ccc(S(=O)(=O)N2CCC(c3nc4ccccc4[nH]3)CC2)cc1	-0.7	0.0	-0.3	0.2	-0.8	-1.6	-1	-1	-3
COc1cc2c(cc1NC(=O)c1ccc(C(C)(C)C)cc1)CCCC2	-0.1	-1.3	.	.	-0.8	-0.7	-1	5	1
Cc1cccn2cc(-c3cccc(S(=O)(=O)N4CC(C)OC(C)C4)c3)nc12 (configuration not stated)	-2.8	-0.9	-0.4	1.9	0.2	-2.3	0	3	12
CC(=O)c1cccc(NC(=O)N2CCCC2C(=O)NCCc2ccccc2)c1 (configuration not stated)	-1.1	-0.3	-0.5	.	-1.2	-3.0	-1	1	-4
COc1ccc(CN2CC(C(N)=O)Oc3ccccc32)cc1F (configuration not stated)	-0.1	-1.5	-0.7	0.4	-1.9	6.3	2	-8	2
CC1C=CCC2C(=O)N(c3ccc(OC(=O)c4cccs4)cc3)C(=O)C12 (configuration not stated)	-0.5	2.3	-0.4	1.2	.	-0.1	4	-1	0
O=S1(=O)NC(CC2=CCCCC2)C2CCCCC2O1 (configuration not stated)	-1.5	-0.3	2.4	-2.5&-0.1	-8.9	0.0	6	-4	12
CCCOc1ccc(C(=O)CCC(=O)OCC(=O)Nc2cccc(S(N)(=O)=O)c2)cc1	-1.9	1.5	i	0.5	1.0	.	1	11	4
O=C(NCc1ccco1)C(=S)N1CCCCC1	-2.4	-0.4	-0.2	0.6	.	-0.6	2	6	2
CCCCCC(=O)Nc1ccc(C(=O)COC(=O)c2ccccn2)cc1	-0.1	0.8	-1.4	0.6	-2.1	.	2	3	-3
Oc1c(Br)cc(Br)cc1C=Nc1ccc2c(c1)OCO2	-4.0	13	-0.2	1.3	-0.8	1.9	-4	-4	7
COc1ccc(NC(C)=O)cc1S(=O)(=O)N1CCN(Cc2cccs2)CC1	-0.5	-1.6	-0.6	0.6	1.2	0.1	3	-4	4
COc1ccc(NC(=S)Nc2cc(C(F)(F)F)ccc2F)cc1	0.0	-1.1	0.1	1.1	.	-0.1	1	2	0
O=C(CSCc1ccc(F)cc1)NCc1ccc(F)cc1	-2.8	4.0	2.9	0.6	.	1.1	1	7	2
Cc1c(OCC(=O)OC(C)(C)C)ccc2c3c(c(=O)oc12)CCC3	-1.0	2.1	-3.0	.	-0.3	-2.2	9	8	12

Rows were taken by chance; overall some 4.6% were active at least once.
